From PubChem
Pf apPOL block = Pf-apPOL DNA polymerase inhibition; Recombinant Pf-apPOL, molecular beacon fluorescence, 1.5 h; inhibition, % at 10 µM; 210,000 tested, 0.25% active
mHTT-CaM PPI inh = inhibitors of human mutant huntingtin-calmodulin interaction | AlphaScreen His-mHTT/GST-CaM binding, luminescence | inhibition, % at 15 µM | 190,000 tested, 3.6% active | AID 1671202;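 also: 0% = both proteins with DMSO and 100% = one protein alone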
Target sequence (P42858 whole entry, looked up, stated change not applied): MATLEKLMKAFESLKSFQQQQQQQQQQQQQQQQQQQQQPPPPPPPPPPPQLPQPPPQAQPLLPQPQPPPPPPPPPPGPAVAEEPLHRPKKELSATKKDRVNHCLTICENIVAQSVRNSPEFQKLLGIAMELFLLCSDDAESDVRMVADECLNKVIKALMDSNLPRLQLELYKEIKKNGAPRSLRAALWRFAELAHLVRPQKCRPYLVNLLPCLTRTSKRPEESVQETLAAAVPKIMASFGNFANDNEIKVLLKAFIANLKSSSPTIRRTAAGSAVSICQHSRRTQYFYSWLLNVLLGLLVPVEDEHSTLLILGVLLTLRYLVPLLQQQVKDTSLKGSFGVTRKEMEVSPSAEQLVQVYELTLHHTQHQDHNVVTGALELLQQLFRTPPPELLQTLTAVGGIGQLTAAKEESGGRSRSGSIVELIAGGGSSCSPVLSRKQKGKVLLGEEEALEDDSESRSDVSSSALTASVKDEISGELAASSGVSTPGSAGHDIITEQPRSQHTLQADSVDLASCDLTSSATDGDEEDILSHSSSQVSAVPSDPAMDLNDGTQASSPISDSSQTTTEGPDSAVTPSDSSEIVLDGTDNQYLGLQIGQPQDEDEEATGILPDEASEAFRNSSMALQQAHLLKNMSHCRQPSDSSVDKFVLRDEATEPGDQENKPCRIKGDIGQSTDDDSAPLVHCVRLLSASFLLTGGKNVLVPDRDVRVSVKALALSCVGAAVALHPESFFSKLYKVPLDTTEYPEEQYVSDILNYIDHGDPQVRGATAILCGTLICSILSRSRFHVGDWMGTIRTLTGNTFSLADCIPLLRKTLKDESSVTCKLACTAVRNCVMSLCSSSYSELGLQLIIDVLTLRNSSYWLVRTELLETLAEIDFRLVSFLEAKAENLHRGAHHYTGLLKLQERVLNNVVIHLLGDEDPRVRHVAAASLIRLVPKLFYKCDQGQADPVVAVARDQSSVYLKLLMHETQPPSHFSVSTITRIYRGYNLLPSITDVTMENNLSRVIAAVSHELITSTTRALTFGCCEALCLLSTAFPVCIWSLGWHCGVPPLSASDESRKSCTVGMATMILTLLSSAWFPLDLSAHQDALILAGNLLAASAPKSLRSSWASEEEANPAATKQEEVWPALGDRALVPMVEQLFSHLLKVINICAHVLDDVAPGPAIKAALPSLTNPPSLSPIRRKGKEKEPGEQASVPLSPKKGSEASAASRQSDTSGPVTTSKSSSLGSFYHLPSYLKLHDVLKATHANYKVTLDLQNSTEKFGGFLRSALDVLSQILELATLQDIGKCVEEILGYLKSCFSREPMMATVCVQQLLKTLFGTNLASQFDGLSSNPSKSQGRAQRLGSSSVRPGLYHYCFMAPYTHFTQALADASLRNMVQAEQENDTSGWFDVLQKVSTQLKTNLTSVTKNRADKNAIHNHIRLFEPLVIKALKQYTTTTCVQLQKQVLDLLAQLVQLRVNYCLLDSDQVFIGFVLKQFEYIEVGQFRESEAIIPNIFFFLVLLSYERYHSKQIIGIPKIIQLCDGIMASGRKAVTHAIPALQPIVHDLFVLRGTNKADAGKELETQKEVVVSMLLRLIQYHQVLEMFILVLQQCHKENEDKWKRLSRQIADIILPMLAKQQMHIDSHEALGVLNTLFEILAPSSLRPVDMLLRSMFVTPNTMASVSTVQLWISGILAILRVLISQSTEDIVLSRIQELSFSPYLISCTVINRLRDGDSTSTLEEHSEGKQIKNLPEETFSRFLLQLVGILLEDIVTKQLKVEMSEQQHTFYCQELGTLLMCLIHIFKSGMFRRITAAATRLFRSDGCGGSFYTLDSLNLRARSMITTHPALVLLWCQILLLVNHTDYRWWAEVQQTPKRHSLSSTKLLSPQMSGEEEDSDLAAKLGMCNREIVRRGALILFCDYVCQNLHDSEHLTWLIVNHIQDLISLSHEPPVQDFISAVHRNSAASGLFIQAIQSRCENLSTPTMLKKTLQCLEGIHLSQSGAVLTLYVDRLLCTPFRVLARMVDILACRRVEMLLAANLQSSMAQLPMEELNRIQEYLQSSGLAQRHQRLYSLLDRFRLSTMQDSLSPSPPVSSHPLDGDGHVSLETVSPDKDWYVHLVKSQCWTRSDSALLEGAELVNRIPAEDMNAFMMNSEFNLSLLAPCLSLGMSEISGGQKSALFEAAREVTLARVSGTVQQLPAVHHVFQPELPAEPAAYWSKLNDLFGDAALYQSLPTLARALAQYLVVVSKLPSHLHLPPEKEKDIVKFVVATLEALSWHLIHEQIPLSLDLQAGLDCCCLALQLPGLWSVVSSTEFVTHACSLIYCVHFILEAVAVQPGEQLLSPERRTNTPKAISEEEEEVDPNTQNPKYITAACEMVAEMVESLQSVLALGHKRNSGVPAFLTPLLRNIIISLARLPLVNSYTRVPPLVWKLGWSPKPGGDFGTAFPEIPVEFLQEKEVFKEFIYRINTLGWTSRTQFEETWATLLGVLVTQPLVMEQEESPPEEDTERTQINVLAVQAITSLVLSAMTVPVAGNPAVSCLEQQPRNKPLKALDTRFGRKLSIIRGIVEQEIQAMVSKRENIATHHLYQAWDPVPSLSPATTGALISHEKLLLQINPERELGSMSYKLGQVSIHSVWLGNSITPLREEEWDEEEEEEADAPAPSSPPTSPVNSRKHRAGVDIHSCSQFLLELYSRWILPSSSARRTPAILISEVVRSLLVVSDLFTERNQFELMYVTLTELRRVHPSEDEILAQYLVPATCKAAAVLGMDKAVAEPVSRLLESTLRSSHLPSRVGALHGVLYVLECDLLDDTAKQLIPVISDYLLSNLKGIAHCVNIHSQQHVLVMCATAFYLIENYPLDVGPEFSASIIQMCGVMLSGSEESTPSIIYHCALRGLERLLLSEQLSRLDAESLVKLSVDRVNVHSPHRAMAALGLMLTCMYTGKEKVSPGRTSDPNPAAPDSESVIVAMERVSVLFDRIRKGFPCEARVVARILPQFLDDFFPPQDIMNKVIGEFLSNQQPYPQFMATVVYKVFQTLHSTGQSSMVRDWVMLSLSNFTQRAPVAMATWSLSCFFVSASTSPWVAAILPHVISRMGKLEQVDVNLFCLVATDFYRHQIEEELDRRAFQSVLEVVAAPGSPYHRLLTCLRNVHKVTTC
The depositor's hits bear a star; i = inactive; x = not tested or not shown; & = joins results of further samples. Rule as the data show it: active = inhibition above about 50%; inactive = the rest.

Start of the data: the first 20 compounds (preview)
SMILES | Pf apPOL block | mHTT-CaM PPI inh
CC(=O)c1cccc(NC(=O)c2ccc(C(C)(C)C)cc2)c1 | 4 | -13
COCCn1c(C2CCN(C(=O)COc3ccccc3C)C2)nc2ccncc21 (stereo not drawn) | 11 | 8
CN(Cc1ccc(F)cc1)Cc1cc(=O)n2[nH]c(-c3ccc(Cl)cc3)cc2n1 | 1 | -11
Cc1ccccc1CN1[C@@H](c2ccccc2)COc2c(Cl)cccc2S1(=O)=O | -2 | -18
Cc1cc(C(=O)NC(C)C(=O)NCC2CC2)no1 (stereo not drawn) | -7 | 6
CC(C)(Oc1ccc(Cl)cc1)C(=O)NCC1CN(c2ccccc2)C(=O)O1 (stereo not drawn) | 1 | -11
N#CC1=C(N)OC2=C(CN(Cc3ccccc3)C/C2=C\c2cccnc2)C1c1cccnc1 (stereo not drawn) | 4 | 5
COc1ccc(C2CC(C(F)(F)F)n3ncc(C(=O)NC(C)(C)C)c3N2)cc1 (stereo not drawn) | 0 | 2
CC1Cc2nc(SCC(=O)Nc3ccc(Cl)cc3)n(C)c(=O)c2S1 (stereo not drawn) | -3 | 16
CCC(C)n1c(=N)c(C(=O)NCCCOC)cc2c(=O)n3cccc(C)c3nc21 (stereo not drawn) | 0 | -1
COc1cccc(CNC(=O)C2CN(C(=O)c3ccccc3)CC23CCCCC3)c1OC (stereo not drawn) | -7 | 12
Cc1cc(C2CCCN2C(=O)c2cc(-c3cccs3)on2)on1 (stereo not drawn) | 4 | -5
N#C/C(=C\C=C\c1ccccc1)c1nc2ccccc2[nH]1 | -2&-4 | 58*
O=C(c1nc2ccccc2s1)N1CCN(C(=O)C2CC2c2ccccc2)CC1 (stereo not drawn) | -8 | -12
CCOc1nccnc1NC1CCN(C(=O)c2ccc(C)s2)CC1 | -6 | 6
O=C(CCCn1nnc2ccccc2c1=O)Nc1ccccc1Cl | 1 | 1
CCCCNC(=O)C1CCN(c2nc3ccc(-c4cccnc4)nc3s2)CC1 | -3 | 3
COc1ccc(CN2CCC(N3CCCCC3)CC2)c(OC)c1 | 4 | 1
O=C(Nc1ccc(Cl)cc1)C1CCN(C(=O)c2ccc(Cl)cc2)CC1 | 2 | 1
Cc1ccc(NC(=O)CC2SC(=N)NC2=O)cc1Cl (stereo not drawn) | -2 | 0

The whole of this part, from the first entry:
SMILES | Pf apPOL block | mHTT-CaM PPI inh
CC(=O)c1cccc(NC(=O)c2ccc(C(C)(C)C)cc2)c1 | 4 | -13
COCCn1c(C2CCN(C(=O)COc3ccccc3C)C2)nc2ccncc21 (stereo not drawn) | 11 | 8
CN(Cc1ccc(F)cc1)Cc1cc(=O)n2[nH]c(-c3ccc(Cl)cc3)cc2n1 | 1 | -11
Cc1ccccc1CN1[C@@H](c2ccccc2)COc2c(Cl)cccc2S1(=O)=O | -2 | -18
Cc1cc(C(=O)NC(C)C(=O)NCC2CC2)no1 (stereo not drawn) | -7 | 6
CC(C)(Oc1ccc(Cl)cc1)C(=O)NCC1CN(c2ccccc2)C(=O)O1 (stereo not drawn) | 1 | -11
N#CC1=C(N)OC2=C(CN(Cc3ccccc3)C/C2=C\c2cccnc2)C1c1cccnc1 (stereo not drawn) | 4 | 5
COc1ccc(C2CC(C(F)(F)F)n3ncc(C(=O)NC(C)(C)C)c3N2)cc1 (stereo not drawn) | 0 | 2
CC1Cc2nc(SCC(=O)Nc3ccc(Cl)cc3)n(C)c(=O)c2S1 (stereo not drawn) | -3 | 16
CCC(C)n1c(=N)c(C(=O)NCCCOC)cc2c(=O)n3cccc(C)c3nc21 (stereo not drawn) | 0 | -1
COc1cccc(CNC(=O)C2CN(C(=O)c3ccccc3)CC23CCCCC3)c1OC (stereo not drawn) | -7 | 12
Cc1cc(C2CCCN2C(=O)c2cc(-c3cccs3)on2)on1 (stereo not drawn) | 4 | -5
N#C/C(=C\C=C\c1ccccc1)c1nc2ccccc2[nH]1 | -2&-4 | 58*
O=C(c1nc2ccccc2s1)N1CCN(C(=O)C2CC2c2ccccc2)CC1 (stereo not drawn) | -8 | -12
CCOc1nccnc1NC1CCN(C(=O)c2ccc(C)s2)CC1 | -6 | 6
O=C(CCCn1nnc2ccccc2c1=O)Nc1ccccc1Cl | 1 | 1
CCCCNC(=O)C1CCN(c2nc3ccc(-c4cccnc4)nc3s2)CC1 | -3 | 3
COc1ccc(CN2CCC(N3CCCCC3)CC2)c(OC)c1 | 4 | 1
O=C(Nc1ccc(Cl)cc1)C1CCN(C(=O)c2ccc(Cl)cc2)CC1 | 2 | 1
Cc1ccc(NC(=O)CC2SC(=N)NC2=O)cc1Cl (stereo not drawn) | -2 | 0
CC(C)Oc1ccc(CNC(=O)C2CCCN(c3ccc(N4CCOCC4)nn3)C2)cc1 (stereo not drawn) | -5 | 4
CSc1ccc(N2CC(c3nnc(NC(=O)COc4ccc(C)cc4)o3)CC2=O)cc1 (stereo not drawn) | -2 | 6
CC1CCN(C(=O)Cn2c(=O)n(CCCC(=O)NCc3ccco3)c(=O)c3sccc32)CC1 | 4 | -1
Cc1cc(S(=O)(=O)Cc2ccc(NC(=O)NC(=O)c3ccccc3Cl)cc2)c(C)cc1Cl | -8 | x
Cc1cnc(NS(=O)(=O)c2ccccc2)c(C)n1 | -6 | x
COc1ccc(NC(=O)c2ccc(OC)c(Br)c2)c(OC)c1 | -10 | -6
COc1ccc(CC(=O)N2CC3CC2CC3NS(=O)(=O)c2ccccc2)c(Cl)c1 (stereo not drawn) | 1 | 9
O=C(Nc1cc(Cl)c(Cl)cc1Cl)c1cccnc1 | 8 | -2
COc1ccc(/C=C/C2=NC(=C\c3cccc(Br)c3)/C(=O)O2)cc1 | -6 | -2
NC(=O)c1ccccc1N=Cc1ccc([N+](=O)[O-])o1 | 1 | 4
Cc1ccc(CNC(=O)CN2CCc3ccccc3C2C(=O)N2CCCCC2)cc1 (stereo not drawn) | -4 | 17
Nc1ccc(C(=O)Nc2ccc3nc(-c4ccccc4)[nH]c3c2)cc1 | -3 | 9
O=C(CCS(=O)(=O)Cc1ccccc1Cl)NCc1ccco1 | -13 | -7
Cc1ccc(CC(=O)N2CC3CN(S(=O)(=O)c4cccc(C)c4)CC(C2)O3)cc1 | -3 | -1
Cc1nc(-c2ccc(F)cc2)sc1C(=O)N1CCC(C(C)C(=O)N2CCOCC2)CC1 (stereo not drawn) | 2 | 7
O=C(c1ccc2ccccc2n1)N1CCC2(CC1)NC(=O)N(Cc1ccccc1Cl)C2=O | -8 | 12
CC(C)NC(=O)c1nnn(-c2ccc(Cl)cc2)c1-c1cccnc1 | 0 | -10
Cc1ccc(NC(=O)N2CCCC2c2c(C)noc2C)cc1 (stereo not drawn) | -10 | -2
CCOc1ccc2oc(-c3ccccc3)c(C(=O)N3CCCCC3)c2c1 | -1 | 1
O=C(CNC(=O)c1ccccc1)NCCc1ccsc1 | -4 | -12
Cn1nc(-c2nc(Cc3ccccc3)no2)c2c1CCN(C(=O)Nc1cccc(F)c1)C2 | -5 | 36
Nc1cc(C2CCN(C(=O)COCc3ccccc3)CC2)no1 | 7 | 12
Cc1n[nH]c(C)c1S(=O)(=O)Nc1ccc(F)c(F)c1 | 0 | 5
CCC(C)NC(=O)C1=CSCCO1 (stereo not drawn) | 1 | 0
CC(C)CNC(=O)C1CN(C(=O)c2ccc(F)cc2)CC1c1cccc(F)c1 (stereo not drawn) | 0 | 8
O=C(CSc1nnc(CCc2nc3ccccc3[nH]2)o1)NCc1ccc2c(c1)OCO2 | -7 | 2
c1ccc2c(c1)c1ccccc1n2CN1CCCCC1 | 4 | -11
CCOc1ccc(S(=O)(=O)Nc2cc(Cl)ccc2C)c2cccnc12 | -1 | 24
O=C(NCc1ccc2c(c1)OCO2)c1cc(=O)c(OCc2ccc(F)cc2)co1 | 2 | -10
COc1ccc(NC(=O)c2c(F)cccc2F)c2ccccc12 | -8 | -10
(list continues)
SMILES | Pf apPOL block | mHTT-CaM PPI inh
CC(Sc1ccc(Cl)cc1)C(=O)NCc1cccnc1 (stereo not drawn) | -1 | -1
Cc1cc(C)c(-c2noc(C)n2)c(NC(=O)c2cc(F)cc(F)c2)n1 | 0 | -6
N/C(=N\O)c1cn(CCOc2ccccc2Cl)c2ccccc12 | -8 | i
O=S1(=O)N[C@H](Cc2ccccc2)COc2cc(N3CCC[C@@H]3CO)ccc21 | -3 | 10
CCNC(=O)CN1C(=O)CSC1c1ccccc1OC (stereo not drawn) | -4 | 2
COc1ccc(C(=O)N2CC(C)C(c3nc(-c4ccccc4)no3)C2)cc1 (stereo not drawn) | -10 | 8
COCCN1C(=O)CN(Cc2ccc(C)cc2)C(=O)C1c1cccs1 (stereo not drawn) | -4 | 3
CCOc1ccc(N2C(=O)CCC2(C)C(=O)NC2CCCC2)cc1 (stereo not drawn) | -5 | -6
COc1ccc(OCCCC(=O)NC2CCCC2)cc1 | 2 | -8
c1ccc(CN[C@H]2CCC23CCC(c2ccccc2)CC3)cc1 (stereo partly drawn) | -4 | -40

3 entries out of the list, sorted by molar mass, smallest number first:
SMILES | Pf apPOL block | mHTT-CaM PPI inh
Cc1n[nH]c(C)c1S(=O)(=O)Nc1ccc(F)c(F)c1 | 0 | 5
O=S1(=O)N[C@H](Cc2ccccc2)COc2cc(N3CCC[C@@H]3CO)ccc21 | -3 | 10
COc1ccc(CC(=O)N2CC3CC2CC3NS(=O)(=O)c2ccccc2)c(Cl)c1 (stereo not drawn) | 1 | 9

The list continues.
SMILES | Pf apPOL block | mHTT-CaM PPI inh
Cc1ccc(CNC(=O)CN2CCCCC2c2nc(-c3cccs3)no2)cc1 (stereo not drawn) | 6 | 3
Cc1cc(C(=O)Nc2nc3c(s2)CCc2ccccc2-3)no1 | -2 | x
COc1ccccc1NC(=O)C1=C(C)Nc2nnnn2C1c1ccc(Br)cc1 (stereo not drawn) | 1 | 19
CC(C)C(C(=O)O)N1C(=O)C2C3C=CC(C2C1=O)C1C(=O)N(C(C(=O)O)C(C)C)C(=O)C31 (stereo not drawn) | -1 | -8
COCCN1C(=O)c2ccccc2C(C(=O)Nc2ccc(F)cc2Cl)C1c1ccc(F)cc1 (stereo not drawn) | 2 | 1
O=C(Nc1ccc(N2CCOCC2)c(Cl)c1)c1ncn[nH]1 | 2 | 82*
O=C(Nc1ccccc1Br)c1ccc(Cl)cc1 | -8 | -16
CN1C(=O)C(=Cc2cn(CCOc3ccccc3Cl)c3ccccc23)C(=O)N(C)C1=O | -4 | -5
Cc1ccc(F)c(-n2cc(C(=O)O)nn2)c1 | 0 | -10
Cc1nc2nc(SCC(=O)N3CCCC3)nn2c(C)c1Cc1c(F)cccc1Cl | 24 | 10
COc1ccc(Nc2nc(Cl)nc(NCc3cccnc3)n2)cc1 | -2 | 15
O=C(CN1C(=O)/C(=C/c2ccc(C(F)(F)F)cc2)Sc2ccccc21)NCCN1CCCC1 | 3 | 84*
CC(C)SCCCOc1ccc([N+](=O)[O-])cc1 | -1 | -3
CCCCNC(=O)C1CCc2nc(N3CCC(C)CC3)ncc2C1 (stereo not drawn) | -5 | -1
COc1ccccc1CC(=O)NCCCN1CCOCC1 | -6 | -1
COc1ccc(CNC(=O)C2(C)CCCN(S(=O)(=O)c3cccc(C)c3)C2)cc1 (stereo not drawn) | -1 | -2
Cc1ccc(F)c(NC(=O)Nc2ccc(Cl)cc2)c1 | -5 | -7
CC(C)c1noc(-c2cccnc2N2CCCN(C(=O)c3ccccc3F)CC2)n1 | -6 | 1
C=CCNC(=O)CN(c1ccc(C)c(Cl)c1)S(C)(=O)=O | -8 | -3
O=C(NC1Cc2ccccc2C1)c1nnc(-c2ccccc2)o1 | 4 | x
O=C(NCCN1CCC(Cc2ccccc2)CC1)c1ccc2c(c1)NC(=O)C1CCCCN21 (stereo not drawn) | 2 | 97*
CC(C)CN1C(=O)c2ccccc2C1=O | -6 | -7
COc1cc(C=C2C(=O)OC(C)(C)OC2=O)cc(Cl)c1O | -1 | 2
CC1CCc2c(sc3ncn(C)c(=O)c23)C1 (stereo not drawn) | -7 | 5
CCc1nnc(NC(=O)CSc2nc3c(c(=O)n2-c2ccccc2OC)SCC3)s1 | -9 | -3
O=C(Nc1nncs1)c1cc(-c2ccc(Cl)c(Cl)c2)nc2ccccc12 | -9 | 3
Cc1ccnc(NC(c2cccnc2)c2ccc3ccc(C)nc3c2O)c1 (stereo not drawn) | -6 | 76*
CN(C)C(=NS(=O)(=O)c1ccccc1)c1ccc(Cl)cc1 | -4 | 2
O=C(Nc1ccncc1)c1ccc(CNS(=O)(=O)c2ccccc2F)cc1 | -6 | -5
COCCNC(=O)NC(C)Cc1ccco1 (stereo not drawn) | 2 | -2
Nc1c(C(=O)Nc2ccccc2)nnn1-c1ccc(OC(F)(F)F)cc1 | 0 | -2
O=C(NCCc1ccccc1Cl)c1ccc(NS(=O)(=O)c2cccs2)cc1 | -4 | 3
COc1cc(S(=O)(=O)NCc2ccco2)c(OC)cc1Cl | -5 | -6
O=c1ccc(=O)n(CN2CCN(c3ccc([N+](=O)[O-])cc3)CC2)[nH]1 | -2 | 2
Cc1nc(C)c(-c2nnc(NC(=O)C3=COCCO3)o2)s1 | -2 | 10
CSc1ccc(/C=C/C(=O)c2ccco2)cc1 | 16 | 38
Cc1nn(-c2ccccc2)c2sc(C(=O)n3nnc4ccccc43)cc12 | -3 | 0
CCNC(=O)N1CCCN(C2CCN(Cc3ccccc3)C2=O)CC1 (stereo not drawn) | 2 | -4
CN(C)c1ccc(C2CC(=O)C=C(NCCc3ccccn3)C2)cc1 (stereo not drawn) | -453 | x
CCc1noc(C2CCCCN2Cc2ccccc2F)n1 (stereo not drawn) | 5 | -38
Nc1ncnc2oc(-c3ccoc3)c(-c3ccco3)c12 | x | 38
CCOC(=O)C(=Cc1ccc([N+](=O)[O-])cc1)[N+](=O)[O-] | -2 | x
Cc1cc(=O)[nH]c(SCc2ccccc2Cl)n1 | -5&4 | -5
Cc1cc(C)cc(C(=O)N2CCCC(C(=O)Nc3cccc(Cl)c3)C2)c1 (stereo not drawn) | -1 | -6
O=C(CC1CCN(C(=O)C2CCCCC2)CC1)NCCN1CCCCCC1 | -6 | 8
COc1ccccc1CNC(=O)c1cccc(-c2ccc(C)c3ccccc23)n1 | 1&-2 | 0&-8
